Compound activity deposited in PubChem by National Center for Advancing Translational Sciences (NCATS).
Tau FP inhib: blocks human tau fibril formation measured by polarization; P10636; K18 P301L tau heparin fibrillization, Alexa594 FP, 6 h; Potency, µM (highest dose often 57.7 µM), for the others: at the top dose activity, negative = inhibition, actives largely listed as inhibitors; actives 0.39% (n = 280,000); AID 1468; note: % is set by controls: 0 for no effect and ±100 for the full control effect; nearly all actives have a fitted effect of over 55% in size
Target sequence (P10636 561-689 P618L limits assumed): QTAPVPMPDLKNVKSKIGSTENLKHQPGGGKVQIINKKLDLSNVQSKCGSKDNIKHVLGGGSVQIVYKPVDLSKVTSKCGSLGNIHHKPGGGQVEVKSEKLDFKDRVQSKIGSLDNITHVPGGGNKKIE
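Human K18 P301L fragment (15 uM unlabeled plus 0.24 uM Alexa 594-labeled) in 100 mM sodium acetate pH 7 with compound, aggregation induced by 20 uM heparin for 6 hr at 37 C. ThT (30 uM) added for 1 hr, then Alexa 594 FP read.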
HTT ATP protect: Huntington cell model cytoprotection by ATP luminescence. AID 1471. actives 0.14% (n = 230,000). PC12 HTT-Q103 induced, cytoprotection, ATP luminescence, 40 h. Potency, µM (series often up to 56.4 µM), for the others: cytoprotection (ATP increase), most hits filed as activators;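 note: % of control where 0% means no effect; nearly all actives have a fitted effect of over 45% in size; toxic huntingtin expression switched on by the ecdysone agonist tebufenozide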
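Compounds were screened for protection of PC12 cells against cell death after tebufenozide induction (100 nM final) of mutant Huntingtin exon 1 (Q103) fused to GFP.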
L3MBTL1 inh: blocks human L3MBTL1; actives 0.66% (n = 230,000); AlphaScreen L3MBTL1–H3K9me1 peptide binding; Potency, µM (doses to about 57.1 µM), for inactives: at the top dose activity, negative = inhibition, hits mostly inhibitors; AID 485360; note: % is set by controls: 0 for no effect and ±100 for the full control effect; nearly all actives have a fitted effect of over 60% in size
Target sequence (Q9Y468 whole entry, looked up): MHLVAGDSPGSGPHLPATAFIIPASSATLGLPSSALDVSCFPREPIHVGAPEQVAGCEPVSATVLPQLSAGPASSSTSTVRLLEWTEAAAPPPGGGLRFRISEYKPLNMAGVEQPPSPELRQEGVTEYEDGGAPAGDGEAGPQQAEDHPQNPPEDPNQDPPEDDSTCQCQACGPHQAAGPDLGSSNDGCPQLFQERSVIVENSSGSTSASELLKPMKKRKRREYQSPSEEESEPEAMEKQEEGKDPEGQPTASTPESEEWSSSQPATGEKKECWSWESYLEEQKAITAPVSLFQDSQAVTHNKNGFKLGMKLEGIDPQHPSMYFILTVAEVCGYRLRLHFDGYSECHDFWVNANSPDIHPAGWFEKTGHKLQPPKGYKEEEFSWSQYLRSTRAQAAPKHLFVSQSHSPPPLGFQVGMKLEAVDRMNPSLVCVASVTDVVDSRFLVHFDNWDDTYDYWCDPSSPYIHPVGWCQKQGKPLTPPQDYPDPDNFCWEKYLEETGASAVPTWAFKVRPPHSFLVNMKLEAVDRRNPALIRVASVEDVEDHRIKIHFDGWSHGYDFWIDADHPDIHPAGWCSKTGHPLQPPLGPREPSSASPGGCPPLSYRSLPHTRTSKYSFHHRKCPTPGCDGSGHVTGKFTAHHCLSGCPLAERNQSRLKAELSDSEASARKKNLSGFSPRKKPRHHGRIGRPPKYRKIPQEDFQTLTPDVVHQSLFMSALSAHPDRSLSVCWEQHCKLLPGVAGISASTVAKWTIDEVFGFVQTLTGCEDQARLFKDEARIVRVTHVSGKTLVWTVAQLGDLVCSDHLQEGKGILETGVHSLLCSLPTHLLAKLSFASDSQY
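L3MBTL1 (50 nM) pre-complexed 30 min with biotinylated H3(1-15)K9me1 peptide (75 nM), then compounds added for 30 min at room temperature; AlphaScreen streptavidin donor/nickel chelate acceptor beads (10 ug/mL final) read after 30 min dark incubation.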
TRb-SRC2 inh: inhibitors of human thyroid hormone receptor beta-SRC2 interaction | P10828 | TRbeta-SRC2 peptide binding, fluorescence polarization; receptor liganded with 1 µM T3 | Potency, µM (highest dose often 106 µM), for inactives: at the top dose activity change, negative = inhibition, actives largely listed as inhibitors | actives 0.065% (n = 280,000) | AID 1469;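 note: plate controls were bound peptide for no effect and peptide without receptor for full effect; nearly all actives have a fitted effect of over 50% in size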
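Human TRb LBD (0.6 uM) plus Texas Red-labeled SRC2 peptide (20 nM), 1uM T3, 5% DMSO, 5 hr at ambient temperature. Decreased polarization (555/632 nm) flags inhibition; data normalized to free and bound peptide controls.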
Tau ThT inhib: blocks human tau fibril formation measured by thioflavin T | recombinant tau K18 P301L, heparin-induced fibrillization, ThT fluorescence | Potency, µM (series often up to 57.4 µM), for inactives: at the top dose activity, negative = inhibition, usual class: inhibitors | actives 2.1% (n = 270,000) | AID 1460; note: % is set by controls: 0 for no effect and ±100 for the full control effect; nearly all actives have a fitted effect of over 55% in size
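In this qHTS, human K18 P301L tau is incubated with compound and heparin for 6 hr at 37 C, and Thioflavin T fluorescence then reports fibril load.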
RECQ1 inh: inhibitors of human RECQ1 DNA helicase. RECQ1 DNA unwinding, red fluorescence kinetic read. Potency, µM (highest dose often 57.3 µM), for inactives: at the top dose activity, negative = inhibition, actives largely listed as inhibitors. actives 0.54% (n = 240,000). AID 2549;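 note: plate controls were vehicle for no effect and no enzyme for full effect; nearly all actives have a fitted effect of over 30% in size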
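50 nM RECQ1T1 preincubated 15 min with compound in Tris pH 8.0 buffer with MgCl2, DTT, Tween-20 and 2.5 ug/ml poly(dI-dC); started with 200 nM TAMRA/BHQ-2 forked duplex and 2 mM ATP. Unwinding read as fluorescence (525/598 nm), two reads 2 h apart.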
Tau fluor cs: counter-screen for tau fibril formation inhibitors | tau K18 P301L (four-repeat tau fragment) Alexa594 fluorescence, heparin fibrillization | Potency, µM (highest dose often 57.7 µM), for the others: at the top dose activity change, negative = decrease | actives 0.93% (n = 280,000) | AID 1463; note: % is set by controls: 0 for no effect and ±100 for the full control effect; nearly all actives have a fitted effect of over 55% in size
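Human K18 P301L tau (15 uM unlabeled plus 0.24 uM Alexa 594-labeled, final) in 100 mM sodium acetate pH 7 was mixed with compound and 20 uM heparin and incubated 6 hr at 37 C.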
TexasRed fluor: counter-screen for TRb-SRC2 inhibitors: fluorescence interference. Potency, µM (series often up to 106 µM), for the others: top-dose fluorescence change, negative = quenching. actives 0.29% (n = 280,000). AID 1479. TRb/SRC2 Texas Red total fluorescence interference; active = well fitted curve in either direction with a large enough effect; inconclusive = small, poorly fitted or top-dose-only effect; note: % is set by controls: 0 for no effect and ±100 for the full control effect
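Human TRβ ligand-binding domain (0.6 uM) and Texas Red SRC2 peptide (20 nM) in Tris buffer with 1 uM T3 and 5% DMSO were incubated with pinned compound for 5 hr at ambient temperature. Total fluorescence was computed as S + 2P (555/632 nm).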
Active calls of the source: *; i = inactive; ? = inconclusive; nt = no result given; [ ] = remark or other dose. Unless noted, calls come from the whole dose curve; as a rule, active = well fitted curve in the direction sought with a large enough effect; inconclusive = small, poorly fitted or top-dose-only effect, or another doubt; inactive = no such curve, though single readings can be large; an effect the other way counts as inactive or inconclusive. Potency is the fitted concentration of half-maximal effect. Some of the compounds tested; rates above refer to the full screens.

Each structure is followed by: Tau FP inhib, HTT ATP protect, L3MBTL1 inh, TRb-SRC2 inh, Tau ThT inhib, RECQ1 inh, Tau fluor cs, TexasRed fluor
CCCc1ccc(C(=O)NNc2ccccc2F)cc1
  -12%, 2%[10 µM], 9%, -7%, -16%, -8%, -9%, -4%
CCO[C@H]1OC(C(=O)N2CCN(C)CC2)=C[C@@H](c2ccc(Br)cc2)[C@@H]1CCCO
  -13%, -6%[10 µM], 9%, -6%, 5%, -11%, 5%, -1%
Cc1ccc2cc(/C=C(\C#N)C(N)=O)c(N3CCCCC3)nc2c1
  7%, -4%[10 µM], -7%, -6%, ?, -6%, -11%, -1%
O=C1CCc2cc(S(=O)(=O)N3CCCC3C(=O)N3CCN(c4ccccc4)CC3)ccc2N1 (centres undefined)
  1%, -8%, -1%, 0%, 5%, -6%, 2%, 0%
COC(=O)C1CN(S(=O)(=O)c2ccccc2)CCN1S(=O)(=O)c1ccccc1 (centres undefined)
  14%, -7%, nt, -4%, -17%, -4%, -15%, -4%
CC1(C(=O)N2CC3(CC(c4cccc(NC(=O)COc5ccc(Cl)cc5)c4)=NO3)C[C@@H]2C(N)=O)CC1 (some centres undefined)
  -7%, -22%[10 µM], nt, -11%, -3%, i, -10%, 0%
COc1cccc(CNC(=O)CCC2CCCN(C(=O)c3cccc4c(C)c(C)[nH]c34)C2)c1 (centres undefined)
  2%, 5%, -12%, -4%, ?, 2%, -5%, -1%
Cc1cc(N2CCN(C(=O)c3ccco3)CC2)n2ncc(-c3ccccc3)c2n1
  8%, -24%[0.074 µM], 6%, 6%, ?, -22%, -28%, -4%
C(=N\Nc1nc(-c2ccccn2)nc2ccccc12)/c1ccccc1
  -14%, -89%[inhibitor][10 µM], -6%, -9%, -11%, i, ?, -1%
C=CCSc1[nH]c(=O)cc(C)c1C(N)=O
  -12%, -12%, nt, 5%, ?, 0%, -19%, -6%
CNCC(O)C(O)C(O)C(O)CO (centres undefined)
  3%, 4%[10 µM], 10%, 2%, -2%, -2%, 0%, -1%
Cn1c(O)c(/C=C2\C=NN=C2c2ccccc2)sc1=S
  ?, -2%[10 µM], 0%, 0%, ?, -1%, ?, -2%
CC(C)(C)OC(=O)N1CCN(C(=O)[C@H](Cc2ccc(O)cc2)n2cc(CCO)nn2)CC1
  2%, 18%[10 µM], 6%, 5%, 1%, -3%, 0%, -1%
CC(C)(C)OC(=O)N1CCC(c2c(C(=O)NCc3cccc(Cl)c3)cnn2-c2ccc(F)cc2)CC1
  -4%, nt, nt, 3%, -26%, nt, -28%, -1%
Cc1cc(C)c(OCC(=O)Nc2ccccn2)c([N+](=O)[O-])c1
  -3%, nt, -1%, -10%, 5%, -2%, 4%, 0%
Cc1ccc(N=Nc2c(C)[nH]n(-c3ccccc3)c2=O)c(C)c1
  -4%, -12%[10 µM], 41%[activator], -1%, -18%, 4%, 11%[2.34 µM], -1%
CC(=O)N1CCN(c2ccc(NC(=O)c3ccc4c(c3)OCCO4)cc2)CC1
  8%, -39%[inhibitor], nt, -6%, ?, -13%, -25%, 0%
CCC(/C=N/Nc1ccc(S(=O)(=O)N2CCCC2)cc1[N+](=O)[O-])CC
  -4%, 16%[0.074 µM], 5%, 4%, 10%, 7%, 7%, 1%
O=Cc1cn(-c2ccccc2)nc1-c1cc2ccccc2oc1=O
  -17%, -3%, nt, -3%, -14%, i, -8%, -1%
Cc1ccc(S(=O)(=O)/N=C/N(C)C)cc1
  1%, nt, 1%, 0%, 4%, -1%, 4%, -3%
COc1ccc(Cl)cc1C(=O)Nc1ccc(-c2nnc3n2CCCCC3)cc1
  10%, nt, nt, 9%, -1%, nt, -5%, -23%
Cc1nc([N+](=O)[O-])c(Sc2nc3ccccc3n2C)n1Cc1ccccc1
  -6%, 22%[10 µM], 6%, -2%, ?, -8%, -15%, 0%
COc1ccc(C(=O)Oc2ccc(/C=N/NC(=O)Cc3ccc([N+](=O)[O-])cc3)cc2)cc1
  -4%, ?, -4%, 5%, 0%, -5%, 5%, 0%
CC1(C)C=Cc2c(cc3occ(-c4ccc5c(c4)OCO5)c(=O)c3c2O)O1
  ?, -140%[inhibitor], nt, 1%, ?, 5%, -24%, 0%
O=C(O)c1ccc(COc2ccc3ccccc3c2/C=C2/NC(=O)N(Cc3ccc(F)cc3)C2=O)cc1
  2%, -164%[inhibitor], ?, -6%, ?, i, -5%, -6%
c1ccc(N2CCN(c3ncnc4c3oc3ccccc34)CC2)cc1
  -6%, -3%, nt, -14%, ?, 10%, -14%, -3%
CN(Cc1ccno1)Cc1cn(Cc2ccccc2)nc1-c1ccc2c(c1)OCO2
  5%, -19%[10 µM], 28%, -10%, 9%, i, 5%, -6%
COc1ccc(-c2[nH]c(-c3ccccc3)nc2SCC(=O)Nc2ccc3c(c2)OCCO3)cc1
  ?, nt, nt, -2%, ?, nt, 8.9µM*[quencher], -2%
Cc1onc(C(=O)NCc2cccs2)c1[N+](=O)[O-]
  -4%, ?, nt, -7%, -9%, -2%, -6%, -1%
O=C(Cc1c(F)cccc1Cl)Nc1cccnc1
  7%, 14%, nt, -2%, -8%, -4%, 6%, -1%
O=C(c1cc2ccccc2oc1=O)N1CCN(C(=O)C2CCCO2)CC1 (centres undefined)
  -1%, 4%[0.074 µM], 5%, 4%, -15%, 2%, -9%, -8%
COc1ccc(-c2cc3n(n2)CCc2nc4ccccc4n2-3)cc1
  ?, -27%[0.074 µM], -19%[11.4 µM], -27%, ?, i, -12%, 0%
Cc1oc2ccc(O)cc2c1C(=O)c1ccc(Cl)cc1
  5%, -2%, nt, -14%, -23%, -10%, -30%, -2%
C[C@]12CCC(=O)C=C1[C@H](O)C[C@@H]1[C@@H]2[C@@H](O)C[C@@]2(C)[C@H]1CC[C@]2(O)C(=O)CO
  8%, nt, 4%, -4%, -8%, -4%, -11%, -2%
CN(C)c1ccc(C(=S)N2CCOCC2)cc1Br
  9%, -7%, 0%, -8%, -3%, i, 4%, 0%
COc1ccccc1S(=O)(=O)Cc1ccc(C(=O)NC2CCCCC2)o1
  5%, 1%, -1%, -8%, -7%, i, -7%, -3%
CC1CC(C)CN(CCCNC(=O)c2ccc3c(c2)NC(=O)C(N2CCCCC2)S3)C1 (centres undefined)
  -5%, 13%, 2%, -14%, -1%, -1%, -6%, -3%
CCn1c(SCC(=O)Nc2nc3ccccc3s2)nc2c(c1=O)SC(C)C2 (centres undefined)
  -1%, 7%, -2%, 2%, -17%, -10%, -24%, -3%
CCCc1ccc(NC(=O)C2CCN(c3cnccn3)CC2)cc1
  1%, nt, nt, -4%, ?, nt, -23%, -4%
CCCCOc1ccc(C(=O)N/N=C/c2cn[nH]c2-c2ccc(OC)c(OC)c2)cc1
  ?, 8%[10 µM], -8%, 2%, ?, -10%, ?, 0%

Single records, as listed above. Values in the order: Tau FP inhib | HTT ATP protect | L3MBTL1 inh | TRb-SRC2 inh | Tau ThT inhib | RECQ1 inh | Tau fluor cs | TexasRed fluor
COc1ccc(C(=O)Oc2ccc(/C=N/NC(=O)Cc3ccc([N+](=O)[O-])cc3)cc2)cc1 as listed: -4% | ? | -4% | 5% | 0% | -5% | 5% | 0%
C[C@]12CCC(=O)C=C1[C@H](O)C[C@@H]1[C@@H]2[C@@H](O)C[C@@]2(C)[C@H]1CC[C@]2(O)C(=O)CO as listed: 8% | nt | 4% | -4% | -8% | -4% | -11% | -2%
CCCCOc1ccc(C(=O)N/N=C/c2cn[nH]c2-c2ccc(OC)c(OC)c2)cc1 as listed: ? | 8%[10 µM] | -8% | 2% | ? | -10% | ? | 0%
COc1ccc(-c2cc3n(n2)CCc2nc4ccccc4n2-3)cc1 as listed: ? | -27%[0.074 µM] | -19%[11.4 µM] | -27% | ? | i | -12% | 0%

Additional results follow.
Each structure is followed by: Tau FP inhib, HTT ATP protect, L3MBTL1 inh, TRb-SRC2 inh, Tau ThT inhib, RECQ1 inh, Tau fluor cs, TexasRed fluor
CCc1ccc(NC(=O)CSc2nc3n[nH]c(C)c3c(=N)n2-c2ccccc2C)cc1
  -15%, nt, nt, -9%, 9%, nt, -5%, -1%
OC[C@H](O)[C@H](O)[C@@H](O)[C@@H](O)[C@@H]1SC(c2ccccc2)=NN1c1ccccc1
  -2%, 22%[10 µM], -25%, 0%, ?, -2%, -9%, 1%
COc1ccc(C)cc1NC(=O)CN1CCN(S(=O)(=O)c2ccc(Cl)cc2)CC1
  5%, 8%[1.9 µM], -1%, -7%, -6%, -2%, -7%, -2%
CN(Cc1ccc(F)cc1)S(=O)(=O)c1nnc(NC(=O)c2ccccc2)s1
  -4%, nt, nt, 1%, 11%, nt, -14%, -1%
Cc1cccc(C)c1-n1c(C)cc(/C=N/NC(N)=S)c1C
  4%, 32%, nt, 1%, ?, -16%, -28%, -2%
Cc1cc(C)n(-c2nc3c(c(=O)[nH]c(=O)n3C)n2C(C)C)n1
  2%, -14%, -1%, 12%, 8%, 7%, 1%, -2%
Cc1ccc(CNC(=O)CCCCCn2c(=O)c3sccc3n(CC(=O)C(C)(C)C)c2=O)cc1
  4%, nt, nt, 0%, -5%, nt, -15%, 6%
COc1ccccc1C(=O)Oc1c(Sc2ccccc2)c(C)nn1C(C)(C)C
  3%, nt, nt, 0%, ?, nt, -19%, -1%
Cc1cccc(C(=O)N(c2ccccn2)C(C)c2ccco2)c1 (centres undefined)
  0%, 12%[10 µM], 4%, 4%, 1%, -1%, -1%, 0%
Cc1ccc(OCC(=O)Nc2ccc3nc(SCC(N)=O)sc3c2)cc1
  -8%, nt, nt, 4%, -11%, nt, -10%, -2%
Cc1cc(C)c(NC(=O)C(C)n2c(=O)c(C(F)(F)F)nc3ccccc32)c(C)c1 (centres undefined)
  -14%, nt, nt, 9%, 7%, nt, 5%, -2%
